Screens as filed in PubChem BioAssay.
tim23-1 inh = growth inhibitors of tim23-1 mutant yeast, primary screen, luminescence, uHTS. AID 463212, 2010. inhibition, % at 20 µM. hit rate 1.3% among 330,000. S. cerevisiae tim23-1 growth, BacTiter-Glo luminescence, 24 h;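 active = growth inhibition of the mutant yeast at or above 50%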;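 also: temperature-sensitive mutant grown at 25 °C; plate controls were DMSO-treated mutant yeast for no effect and medium wells lacking yeast for full effect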
APJ ag = agonists of human apelin receptor APJ, primary screen, CHO-K1 cells, PathHunter beta-arrestin, luminescence | P35414 | 0% DMSO wells, 100% apelin | activation, % at 20 µM | hit rate 0.11% among 330,000 | AID 2520, 2010;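 active = activation more than six SD over the plate average, tested at 20 µM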;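 also: 0% = DMSO alone and 100% = apelin-13 at 10 nM; some results filed as inactive read as strong as hits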
Target sequence (P35414 whole entry, looked up): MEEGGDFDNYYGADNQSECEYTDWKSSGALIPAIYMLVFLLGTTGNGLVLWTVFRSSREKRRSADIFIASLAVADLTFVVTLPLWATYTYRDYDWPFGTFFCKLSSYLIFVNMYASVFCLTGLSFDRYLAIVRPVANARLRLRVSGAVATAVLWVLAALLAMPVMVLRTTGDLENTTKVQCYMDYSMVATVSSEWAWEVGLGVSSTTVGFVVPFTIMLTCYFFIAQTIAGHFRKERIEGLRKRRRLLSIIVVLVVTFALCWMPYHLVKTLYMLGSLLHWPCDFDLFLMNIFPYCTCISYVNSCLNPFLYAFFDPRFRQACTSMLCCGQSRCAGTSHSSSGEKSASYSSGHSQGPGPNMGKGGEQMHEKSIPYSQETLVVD
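assay system = CHO-K1 APJ beta-arrestin complementation cell line | input = cell density 1000 per well | dosing = compound 20 µM once, DMSO 1% | timing = compound 90 min 25 °C, reagent 1 h | measured by = luminescence from split beta-galactosidase complementation, Galacton Star/Emerald II substrate | read-out basis = APJ agonist activity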
APJ antagonist = antagonists of human apelin receptor APJ, primary screen, CHO-K1 cells, beta-arrestin complementation, luminescence; inhibition, % at 20 µM; hit rate 0.32% among 330,000; P35414;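 active = inhibition above about 40% at 20 µM, limit read from the data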;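 also: cells challenged with 10 nM apelin-13 agonist together with compound; plate controls were apelin-13 plus DMSO wells for no effect and DMSO wells lacking apelin-13 for full effect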
GRIN3A LBD mod = binders of NR3A ligand-binding domain, primary screen, biophysical, differential scanning fluorimetry, uHTS. Glutamate receptor ionotropic, NMDA 3A (GRIN3A) ligand-binding domain. NR3A LBD differential scanning fluorimetry, Tm shift; 0% = protein alone, 100% = glycine-bound protein. Tm shift relative to glycine control, % at 25 µM. hit rate 2.5% among 340,000. AID 1259313, 2017;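 active = melting temperature shift of at least 10% of the positive control shift, at one fixed dose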
tim10-1 inh = growth inhibitors of tim10-1 mutant yeast, primary screen, luminescence, uHTS | S. cerevisiae tim10-1 ts strain growth, BacTiter-Glo, 24 h | inhibition, % at 20 µM | hit rate 2.2% among 330,000 | AID 463190, 2010;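 active = inhibition of at least 40%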;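 also: mutant grown at 25 °C; 0% = DMSO wells with yeast and 100% = wells holding no yeast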
MIN6 prolif = inducers of MIN6 beta-cell proliferation, primary screen, ATP luminescence, uHTS. AID 2380, 2010. proliferation, % at 10 µM. MIN6 cells proliferation, ATPlite luminescence, 48 h; cells starved in 0.2% serum; 100% = growth in 10% serum. hit rate 0.29% among 330,000;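 active = compounds whose signal lies at least 3.5 SD above the mean of all wells on their plate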;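 also: 0% = DMSO-treated cells in low-serum medium and 100% = 10% serum control; some compounds called inactive have numbers as strong as hits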
TIM10 inh = growth inhibitors of isogenic TIM10 control yeast, primary screen, counter-screen for tim10-1 yeast inhibitor project, luminescence, uHTS | S. cerevisiae TIM10 strain growth, BacTiter-Glo luminescence, 24 h | inhibition, % at 10 µM | hit rate 1.4% among 330,000 | AID 463195, 2010;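 active = inhibition of 40% or more at the single tested concentration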;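 also: wild-type TIM10 isogenic control strain grown at permissive 25 °C; 0% = DMSO yeast wells and 100% = minimal medium wells without yeast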
NLRP3 yeast inh = NALP3 inflammasome inhibitors in reconstituted yeast, primary screen, luminescence, uHTS. AID 2825, 2010. hit rate 0.39% among 330,000. Yeast reconstituted NLRP3/ASC/caspase-1, beta-gal luminescence, 24 h. inhibition, % at 10 µM;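 active = inhibition of 50% or more; inactive = inhibition below 50%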;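 also: plate controls were induced DMSO wells for no effect and uninduced yeast grown without galactose for full effect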
MPTP inh = mitochondrial permeability transition pore inhibitors, primary screen, biochemical, isolated mouse mitochondria, absorbance; inhibition, % at 10 µM; hit rate 1.4% among 360,000; Ca2+ swelling absorbance, 30 min;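 active = inhibition of 50% or more, scaled per plate between neutral and stimulator controls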;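 also: 0% = DMSO wells given calcium and 100% = 1 mM EGTA wells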
Active calls of the source: *.

SMILES | tim23-1 inh | APJ ag | APJ antagonist | GRIN3A LBD mod | tim10-1 inh | MIN6 prolif | TIM10 inh | NLRP3 yeast inh | MPTP inh
O=C(NCCCCc1ccccc1)C1CC(c2ccc([N+](=O)[O-])cc2)=NO1 (stereo unspecified) | 16 | 7 | -41 | -1 | 6 | -5 | -15 | 30 | 0.5
Cc1ccc(OCC(=O)Nc2ccc3c4c(cccc24)CC3)c(C)c1 | -2 | 11 | 17 | -1 | 18 | -3 | -2 | -2 | 1.6
O=C(NCCCN1CCOCC1)c1ccc(CS(=O)(=O)c2c(Cl)cccc2Cl)o1 | 9 | -4 | -38 | -2 | -1 | -3 | 4 | -10 | -0.6
Cc1cccc2nc(-c3cccc(NC(=O)c4ccc(Cl)cc4)c3)cn12 | -6 | -3 | -72 | -4 | -4 | -6 | -16 | 39 | -0.7
COc1ccc(NC(=O)c2ccccc2N(Cc2ccccc2)S(C)(=O)=O)c(OC)c1 | 31 | -5 | 8 | -3 | 20 | 2 | 15 | -1 | -0.7
Cc1nc2cc(NCc3cc([N+](=O)[O-])ccc3O)ccc2n1Cc1ccccc1 | -2 | -5 | 17 | -1 | 10 | -2 | -1 | -8 | 25
Cn1nc(C(=O)OCc2ccc(Br)cc2F)c2ccccc2c1=O | 5 | 4 | -14 | 3 | 14 | -6 | 23 | 5 | 11
CC12CC3CC(C)(C1)CC(C(=O)NCc1ccncc1)(C3)C2 | 16 | 0 | 17 | -1 | 14 | 1 | 2 | 16 | 1.0
c1ccc(Cc2cc(-c3ccccc3)on2)cc1 | 9 | -3 | 18 | 4 | 9 | -1 | 11 | 23 | 1.7
Cc1c(Br)c([N+](=O)[O-])nn1CC(=O)NCc1ccco1 | 7 | -5 | 17 | -10 | 12 | -2 | 10 | -10 | 0.8
COCc1cc(C)nc(OCC(=O)N/N=C/c2ccccc2)c1C#N | -11 | 1 | -16 | -1 | -26 | 2 | -11 | -2 | 1.5
Cc1cc(-c2cccnc2)c(C#N)c(SCC#N)n1 | 2 | -2 | 13 | -1 | 3 | 2 | -2 | -9 | -0.8
CCOC(=O)c1ccc(NC(=O)Cn2cc3c(n2)CCC(C)C3)cc1 (stereo unspecified) | 8 | -4 | 10 | 1 | 7 | -2 | -5 | 29 | -2.2
O=C(Nc1nc2ccccc2n1Cc1ccc(Cl)cc1)c1ccco1 | 6 | 1 | 8 | -17 | -18 | -3 | -6 | 6 | 3.4
Cc1ccc(NC(=O)c2ccco2)cc1C | 22 | -1 | -10 | 1 | -10 | -1 | -4 | 1 | -3.0
O=C(CSc1nc2ccccc2c(=O)n1-c1ccccc1F)NC1CCS(=O)(=O)C1 (stereo unspecified) | 11 | -6 | 9 | -2 | 9 | -2 | 4 | 13 | -0.7
COc1ccc(C2=CC3=C(Br)C(=O)C(C)(O)C(=O)C3=CO2)cc1 (stereo unspecified) | 34 | -5 | 18 | -8 | 24 | -1 | 16 | 8 | 8.6
S=c1nccc(-c2ccc3c(c2)CCO3)[nH]1 | 4 | -4 | -3 | 4 | 8 | -4 | 17 | 17 | 0.4
O=C(CCl)Nc1cc2[nH]c(=O)[nH]c2cc1Br | -3 | 3 | -5 | -1 | -5 | -7 | 8 | 11 | -1.0
COc1nccnc1NS(=O)(=O)c1ccc(NC(=O)c2ccccc2Br)cc1 | 17 | -2 | 13 | -1 | 7 | -1 | -2 | 28 | 0.9
CC(Sc1nnc(COc2ccc(Cl)cc2)n1Cc1ccco1)C(=O)N1CCNC1=O (stereo unspecified) | 19 | 0 | -6 | -1 | 11 | 2 | 7 | 22 | 0.4
CS(=O)(=O)Cc1ccc(C(=O)NNC(=O)c2cc(-c3ccccc3)n[nH]2)cc1 | 3 | -3 | -1 | -1 | -10 | -1 | -4 | 8 | -1.1
CCOc1cccc2cc(C(=O)NCc3ccc(C)cc3)c(=N)oc12 | 26 | -1 | 19 | 1 | 28 | -4 | 36 | 13 | -1.4
COc1ccc2nc(SCC(=O)NC3CC3)c(C#N)cc2c1 | 1 | 3 | 8 | -1 | 14 | 0 | 1 | 12 | -2.6
O=C(CN(C(=O)c1ccco1)c1cccc(F)c1)NCc1ccc(F)cc1 | 0 | -3 | 3 | 1 | 25 | 0 | 2 | 12 | -0.7
O=C(CN1CCN(Cc2ccccc2)CC1)N1CCCCCC1 | 5 | -4 | 3 | 1 | 3 | -1 | -8 | -7 | 0.1
CC(C)CC(=O)Nc1ccc(C(=O)CN2C(=O)NC3(CCOc4ccccc43)C2=O)cc1 (stereo unspecified) | -3 | 1 | 1 | -9 | 7 | -5 | 5 | 10 | -1.1
Cc1cc(C(C)(C)C)c(OC(=O)[C@@H]2OC(c3ccccc3)=C[C@H]2c2ccccc2)c(C(C)(C)C)c1 | 10 | 1 | -8 | 7 | -58 | -7 | -5 | 14 | -1.4
N#Cc1ccccc1OCC(=O)NC(=O)NCc1ccccc1 | 8 | -3 | 3 | 0 | -8 | -2 | -12 | 11 | -0.7
CCOCCCNC(=O)CCc1nnc2n(CCC(C)C)c(=O)c3ccccc3n12 | 12 | -3 | 1 | 0 | 0 | -1 | 9 | 21 | -0.5
COc1ccc(CN(C)C(=O)c2cc(S(=O)(=O)N3CCCCCC3)ccc2OC)cc1OC | -7 | -5 | 6 | 1 | 0 | -1 | -6 | 5 | -0.5
CCN(CC)S(=O)(=O)c1ccc2[nH]c(=O)cc(C(=O)NCC3CCCO3)c2c1 (stereo unspecified) | 7 | 0 | 10 | 17* | 2 | 3 | 3 | 17 | 0.2
CCOC(=O)N1CCN(C(=O)C2CCN(S(=O)(=O)c3cc(C)ccc3OC)CC2)CC1 | 12 | -1 | 5 | 1 | -1 | -4 | -6 | -10 | -0.5
COc1ccc(-c2nnc(SCc3nc4ccccc4s3)n2C(C)C)cc1 | 28 | -5 | 13 | -1 | 3 | -2 | 11 | 3 | -3.0
OC(CN1CCN(c2ccc(F)cc2)CC1)c1ccc(Cl)cc1 (stereo unspecified) | -12 | -2 | 12 | 2 | -16 | -2 | 20 | 23 | 0.8
CCN(CC)CCCNc1nc(C)cc(COC)c1C#N | 4 | -1 | 12 | 0 | 7 | -1 | -5 | -11 | -1.1
COc1ccc(CC(=O)NCCN2CCOCC2)cc1 | -11 | -1 | 25 | 0 | 1 | -1 | -14 | 12 | 0.3
Cc1nn(C)c(-c2n[nH]c(=S)n2-c2ccccc2)c1Cl | 21 | -2 | -10 | 0 | 5 | 0 | -17 | 18 | 0.3
CC(C)CCn1c(=O)c2c(nc3n2CCCN3Cc2ccccc2)n(C)c1=O | 31 | -2 | 19 | 1 | 30 | -3 | 11 | 15 | 0.5
Cc1cc(C)n(-c2nnc(C)n2/N=C/c2ccccc2O)n1 | 6 | -4 | 5 | -15 | 17 | 0 | 8 | 13 | -5.3
COc1cccc([C@@H]2CC=C(C(=O)O)[C@H](c3ccc(Cl)cc3)N2S(=O)(=O)c2ccc(C)cc2)c1 | -13 | -3 | 7 | 0 | 16 | -4 | -16 | -6 | 0.6
CN(O)/C=N/C(=S)Nc1ccc(Cl)cc1Cl | 19 | 0 | -11 | -12 | 30 | -4 | 30 | 8 | 0.9
COc1ccc(OC2CCN(S(=O)(=O)c3ccccc3)CC2)cc1 | 18 | -2 | 2 | 3 | 27 | -1 | -16 | 11 | 2.4
COc1cc(NS(=O)(=O)c2ccc(NC(=O)c3ccc([N+](=O)[O-])cc3)cc2)ncn1 | 6 | 19 | -131 | -6 | 7 | -2 | 8 | -1 | -2.4
CCC(O)C1CCN(Cc2cn(-c3ccc(OC)cc3)nc2-c2cccc(F)c2)CC1 (stereo unspecified) | 30 | -3 | -10 | 0 | 39 | -6 | 14 | 17 | 1.0

Some entries already given, limited to MIN6 prolif.
molecule	MIN6 prolif
CCN(CC)S(=O)(=O)c1ccc2[nH]c(=O)cc(C(=O)NCC3CCCO3)c2c1 (stereo unspecified)	3
CCOC(=O)N1CCN(C(=O)C2CCN(S(=O)(=O)c3cc(C)ccc3OC)CC2)CC1	-4
COc1ccc(-c2nnc(SCc3nc4ccccc4s3)n2C(C)C)cc1	-2
OC(CN1CCN(c2ccc(F)cc2)CC1)c1ccc(Cl)cc1 (stereo unspecified)	-2

Next part
SMILES | tim23-1 inh | APJ ag | APJ antagonist | GRIN3A LBD mod | tim10-1 inh | MIN6 prolif | TIM10 inh | NLRP3 yeast inh | MPTP inh
CC(C)CN(C(=O)c1ccc2c(c1)OCCO2)c1c(N)n(Cc2ccccc2)c(=O)[nH]c1=O | 52* | -6 | 7 | 0 | 28 | 3 | 17 | 7 | -1.1
Cc1cc2cc(C)c3nnc(SCC(=O)Nc4ccc(S(=O)(=O)N5CCCCC5C)cc4)n3c2cc1C (stereo unspecified) | 13 | -2 | -7 | 8 | 11 | -6 | 16 | -3 | 2.9
COc1ccc(/C=C2/SC(=O)N(CCNC(=O)CC(NC(C)=O)c3ccccc3)C2=O)cc1 (stereo unspecified) | 1 | -2 | -12 | 1 | -1 | 2 | -21 | -2 | 1.1
O=C1CN(C(=O)c2ccc(Cl)nc2)c2ccccc2N1 | 19 | -2 | 1 | -1 | 0 | 2 | 7 | 18 | -0.2
O=C(CCN1C(=O)/C(=C/c2ccc(Cl)cc2)SC1=S)Nc1cccnc1 | -1 | 5 | -8 | 0 | 0 | 1 | -4 | 21 | 2.4
O=C(Nc1ccccc1)c1ccccc1OS(=O)(=O)c1ccccc1 | 29 | -5 | 20 | 0 | 15 | -2 | 7 | 13 | -1.5
COc1ccccc1NC(=O)C(C)Sc1nnc2ccccn12 (stereo unspecified) | 15 | -2 | -7 | -2 | 13 | -4 | 3 | -2 | -2.4
NS(=O)(=O)c1ccc(NC(=S)NC(=O)/C=C/c2cccs2)cc1 | -16 | -3 | -6 | 7 | 20 | -2 | -38 | 9 | 0.1
COc1ccc(CCNC(C(=O)Nc2cc(C)cc(C)c2)c2ccccc2)cc1 (stereo unspecified) | 38 | -1 | -15 | -11 | 20 | -7 | 7 | 7 | 0.0
COc1ccc(NC(=O)CN(C)C(=O)c2cccc(S(=O)(=O)N3CCCc4ccccc43)c2)cc1 | 14 | -3 | -21 | -3 | 21 | -4 | -1 | 19 | -1.1
Cc1cc(OCC(=O)NC(Cc2c[nH]c3ccc(O)cc23)C(=O)O)c2c(C)c(C)c(=O)oc2c1 (stereo unspecified) | 1 | -2 | -9 | 0 | -6 | 0 | 2 | 16 | -0.8
COc1cc(S(=O)(=O)N2CCN(Cc3cccs3)CC2)ccc1NC(C)=O | -4 | -6 | 1 | 1 | -7 | 2 | 8 | 6 | -1.2
CCOc1ccc(NC(=O)CSc2nc3[nH]ncc3c(=O)[nH]2)cc1 | -21 | 2 | -52 | 0 | -23 | 1 | -11 | 8 | -0.7

An excerpt from above in order of molecular weight, lowest first.
SMILES | tim23-1 inh | APJ ag | APJ antagonist | GRIN3A LBD mod | tim10-1 inh | MIN6 prolif | TIM10 inh | NLRP3 yeast inh | MPTP inh
COc1ccc2nc(SCC(=O)NC3CC3)c(C#N)cc2c1 | 1 | 3 | 8 | -1 | 14 | 0 | 1 | 12 | -2.6
COc1ccc(-c2nnc(SCc3nc4ccccc4s3)n2C(C)C)cc1 | 28 | -5 | 13 | -1 | 3 | -2 | 11 | 3 | -3.0
COc1ccc(NC(=O)CN(C)C(=O)c2cccc(S(=O)(=O)N3CCCc4ccccc43)c2)cc1 | 14 | -3 | -21 | -3 | 21 | -4 | -1 | 19 | -1.1
